# Pyk2 oligo antag: antagonists of human Pyk2 oligomerization | actives 0.83% (n = 99,000) | AID 1347419 | Q293 cells, Pyk2 FERM NanoBiT luminescence; stronger effect = lower value | z-score (the deposit names both 25 µM and 10 µM);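 active means Z-score of -3 or lower, scaled per plate to the spread of control and sample wells; inactive means z-score above -3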;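 further: negative z-score means lost luminescence so less FERM oligomerization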
# PLAP activator: activates human placental alkaline phosphatase. actives 1.2% (n = 96,000). activation fold at 20 µM. P05187. purified PLAP enzyme, luminescent substrate read-out; stronger effect = higher value; in the data active means activation fold above about 2
# Target sequence (P05187 whole entry, looked up): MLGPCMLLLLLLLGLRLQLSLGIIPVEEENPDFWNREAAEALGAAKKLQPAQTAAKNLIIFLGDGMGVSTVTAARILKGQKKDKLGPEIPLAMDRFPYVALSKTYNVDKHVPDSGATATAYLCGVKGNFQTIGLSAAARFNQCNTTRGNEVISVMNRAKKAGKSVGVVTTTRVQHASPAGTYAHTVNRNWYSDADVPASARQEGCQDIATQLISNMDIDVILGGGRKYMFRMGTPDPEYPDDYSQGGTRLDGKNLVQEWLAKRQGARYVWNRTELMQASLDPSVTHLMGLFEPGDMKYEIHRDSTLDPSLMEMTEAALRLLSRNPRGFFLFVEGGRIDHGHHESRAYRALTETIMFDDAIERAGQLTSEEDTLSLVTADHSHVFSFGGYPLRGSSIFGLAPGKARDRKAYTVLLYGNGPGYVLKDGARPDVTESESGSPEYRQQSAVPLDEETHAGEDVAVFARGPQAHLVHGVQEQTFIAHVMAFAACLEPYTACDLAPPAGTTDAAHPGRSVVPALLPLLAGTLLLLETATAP
# CYP2C9 inhib: inhibitors of human CYP2C9 | inhibition, % at 5 µM | actives 20% (n = 96,000) | P11712 | CYP2C9 Supersomes, luciferin-H conversion, luminescence;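 active means blocking of liver enzyme CYP2C9 beyond about 50% at 5 µM, limit read from the data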; further: values of inactives mirror those of a sister screen read the other way
# Target sequence (P11712 whole entry, looked up): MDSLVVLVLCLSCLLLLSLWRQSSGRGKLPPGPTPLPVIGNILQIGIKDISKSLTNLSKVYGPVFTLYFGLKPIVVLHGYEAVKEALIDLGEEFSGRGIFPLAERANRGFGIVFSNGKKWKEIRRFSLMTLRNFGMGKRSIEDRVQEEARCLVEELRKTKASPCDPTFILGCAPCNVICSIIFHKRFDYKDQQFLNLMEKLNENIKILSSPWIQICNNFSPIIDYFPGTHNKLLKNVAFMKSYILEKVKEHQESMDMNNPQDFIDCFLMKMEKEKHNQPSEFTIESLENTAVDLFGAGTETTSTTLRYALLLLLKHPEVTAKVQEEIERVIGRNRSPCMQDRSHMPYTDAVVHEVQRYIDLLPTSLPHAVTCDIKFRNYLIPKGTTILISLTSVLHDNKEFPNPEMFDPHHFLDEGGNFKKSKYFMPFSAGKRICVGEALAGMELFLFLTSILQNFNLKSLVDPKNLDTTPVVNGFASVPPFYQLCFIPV
# PostGolgi yeast: growth inhibition of a yeast mutant, post-Golgi transport screen. post-Golgi transport phenotypic cell assay. inhibition, % at 10 µM. actives 0.9% (n = 98,000). AID 739; in the data active means inhibition above about 30%;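 further: yeast cells grown in 1536-well plates; yeast grown about 18 h at 30C before absorbance read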
# CYP2C19 activ: increases human CYP2C19 enzyme activity; recombinant CYP2C19, luciferin-H EGE luminescence; stronger effect = higher value; 0 = fully inhibited enzyme, 1 = untreated enzyme; 96,000 tested, under 10 active; activation factor at 5 µM; P33261;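 active means activation factor of at least 2 at 5 µM in the primary screen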;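 further: 0 = wells with 2.5 mM tranylcypromine and 1 = vehicle-only wells; values of inactives mirror those of a sister screen read the other way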
# CYP2C9 activ: CYP2C9 (human) activation | recombinant CYP2C9, luciferin-H conversion, luminescence; stronger effect = higher value; factor 1 = untreated enzyme, 0 = blocked | activation factor at 5 µM | actives 1.4% (n = 96,000);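 active means activation factor of 2 or more for CYP2C9 at a 5 µM dose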;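 further: 0 = sulfaphenazole-blocked wells and 1 = vehicle-only wells; values of inactives mirror those of a sister screen read the other way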
# Ecoli WT expand: blocks growth of wild type E. coli BW25113; OD600 absorbance; growth inhibition, % at 100 µM; actives 0.15% (n = 98,000);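 active means growth inhibition above about 50% at one test dose, limit read from the data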;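 further: growth measured after 20 h incubation at 37 °C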
# EphB4 ephrin blk: antagonists of human EphB4-ephrin-B2 interaction; P54760; EphB4 LBD / TNYL-RAW-Alexa532 peptide, fluorescence polarization; inhibition, % at 7 µM; actives 0.15% (n = 97,000);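 active means inhibition above the screen-wide mean inhibition plus 3 SD, cut at about 15% in these data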;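 further: 0% = DMSO wells and 100% = excess unlabeled TNYL-RAW peptide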
# CYP2C19 inhib: human CYP2C19 inhibition; CYP2C19 Supersomes, luciferin-H EGE luminescence, 30 min; inhibition, % at 5 µM; actives 21% (n = 96,000);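 active means CYP2C19 inhibition above a set limit at 5 µM in the primary screen, cut at about 50% in these data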;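 further: plate controls were negative control wells for no effect and 2.5 mM tranylcypromine positive control for full effect; values of inactives mirror those of a sister screen read the other way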
# An asterisk follows results filed as active; nt = not tested or not shown.
SMILES,Pyk2 oligo antag,PLAP activator,CYP2C9 inhib,PostGolgi yeast,CYP2C19 activ,CYP2C9 activ,Ecoli WT expand,EphB4 ephrin blk,CYP2C19 inhib
O=C(O)CCCC(=O)Nc1ccc(C(=O)N2CCCCC2)cc1,-0.58,1,-0.6,1.4,1.1,1,4.0,-1.1,-7.5
CC1(C)Cc2nc(N)c(=O)sc2C1,0.43,0.9,-9.8,0.0,0.8,1.1,8.0,-7.5,16.1
N#Cc1c(N)n(C2CCCCC2)c2nc3ccccc3nc12,-1.64,1,-1.1,1.2,1.1,1,-7.0,-5.2,-14.4
O=C(Cc1n[nH]c(=O)[nH]c1=O)N/N=C/c1ccccc1,0.08,1.1,6.2,-3.1,1,0.9,-3.0,-2.6,-1.5
Cc1ccccc1NC(=O)C1CCCN(S(=O)(=O)c2cccc3cccnc23)C1 (stereo not drawn),nt,0.9,-45.4,-6.0,0.9,1.5,0.0,0.7,11.0
Cc1cccc(NC(=O)CSc2nnc(-c3ccccc3C)o2)c1,0.24,nt,nt,-2.0,nt,nt,-8.0,4.9,nt
Nc1ncc(-c2cc3ccccc3oc2=O)s1,0.59,0.8,24.0,-5.2,0.5,0.8,9.0,-4.4,51.3*
O=S(=O)(Cc1cccc(F)c1)c1c[nH]c2ccccc12,nt,0.8,81.3*,1.0,0,0.2,8.0,-3.2,100.0*
O=C(CC1C(=O)NCCN1C(=O)c1ccc(F)cc1)OCc1ccccc1 (stereo not drawn),-0.53,1.3,4.0,9.5,0.5,1,1.0,-8.9,46.1
O=C(CCC1CCCC1)NCCCN1CCOCC1,0.29,0.8,-4.1,-2.5,0.9,1,-6.0,1.4,9.1

# 4 compounds out of the list above, sorted by the value under CYP2C19 activ, highest first.
SMILES	CYP2C19 activ
N#Cc1c(N)n(C2CCCCC2)c2nc3ccccc3nc12	1.1
CC1(C)Cc2nc(N)c(=O)sc2C1	0.8
O=C(CC1C(=O)NCCN1C(=O)c1ccc(F)cc1)OCc1ccccc1 (stereo not drawn)	0.5
O=S(=O)(Cc1cccc(F)c1)c1c[nH]c2ccccc12	0

# Additional structures:
SMILES,Pyk2 oligo antag,PLAP activator,CYP2C9 inhib,PostGolgi yeast,CYP2C19 activ,CYP2C9 activ,Ecoli WT expand,EphB4 ephrin blk,CYP2C19 inhib
Cc1nc([N+](=O)[O-])c(Br)n1CC(=O)c1ccc2ccccc2c1,-2.09,1.9,75.6*,8.7,0.5,0.2,2.0,3.3,54.1*
O=C(NCc1ccc2c(c1)OCO2)C1CCN(Cc2cnn(-c3ccccc3)c2-n2cccc2)CC1,0.88,2.5*,51.4*,-0.5,0.7,0.5,-1.0,-3.1,33.2
O=C(Nc1ccc2c(c1)CCC2)C1CCCN(c2ncccn2)C1 (stereo not drawn),-1.02,1.1,9.7,-2.7,0.8,0.9,-1.0,-0.4,23.8
COc1ccc(CNc2ccc(C(=O)O)cc2)cc1,0.63,1.1,5.8,9.3,1.1,0.9,-11.0,4.9,-11.7
Cc1ccccc1NS(=O)(=O)c1ccc(C2CNC(=O)C2)cc1 (stereo not drawn),0.39,1.3,46.6,-6.1,0.4,0.5,3.0,2.7,55.8*
CCCCc1ccc(-c2csc(/C(C#N)=C\c3ccc(C)o3)n2)cc1,-0.12,0.9,15.3,-4.5,1,0.8,-10.0,5.1,2.2
COc1ccc(-c2cc(O)cc(O)c2)cc1,-0.53,1,59.7*,1.9,0.4,0.4,24.0,6.1,58.8*
COc1cccc(NC(=O)C2CC(=O)OC23CCOC(C)(C)C3)c1 (stereo not drawn),-0.01,1,32.3,2.6,0.6,0.7,-4.0,nt,35.5
Fc1cccc(CN2CCN(c3ncccn3)CC2)c1,0.54,1,7.2,-0.8,0.7,0.9,4.0,nt,25.3
COc1ccc(C2SCCN2S(=O)(=O)c2ccccc2)cc1OC (stereo not drawn),0.67,1.3,-107.3,-0.3,0.5,2.1*,0.0,10.5,48.2

# Additional compounds.
# Order of results: Pyk2 oligo antag, PLAP activator, CYP2C9 inhib, PostGolgi yeast, CYP2C19 activ, CYP2C9 activ, Ecoli WT expand, EphB4 ephrin blk, CYP2C19 inhib
CCOC(=O)Cc1csc(NC(=O)c2ccoc2C)n1
  -0.42, 1.2, 73.6*, -8.1, 0.1, 0.3, 12.0, 0.9, 93.4*
Clc1ccc(-c2nnc3c4ccccc4nc(N4CCOCC4)n23)cc1Cl
  -0.56, 1.4, 9.4, 0.5, 0.8, 0.9, 9.0, -2.1, 19.2
CCCC(=O)Nc1ccc2oc(-c3ccc(OC)c(Br)c3)nc2c1
  0.74, 1.3, -53.4, 7.3, 0.7, 1.5, -10.0, nt, 28.7
COc1ccc(C(CC(=O)O)NS(=O)(=O)c2ccc(C)cc2)cc1 (stereo not drawn)
  0.27, 1.4, 26.0, 2.3, 1, 0.7, 3.0, -13.3, -3.9
CS(=O)(=O)N(CC(=O)Nc1cccc(F)c1)c1cccc([N+](=O)[O-])c1
  -0.57, 1.1, 60.6*, 8.3, 0.7, 0.4, 14.0, 8.9, 25.6
CCCn1c(N)c(C(c2ccc(OC)cc2)N2CCN(c3ccccc3)CC2)c(=O)[nH]c1=O (stereo not drawn)
  0.96, nt, 43.1, -0.2, 0.6, 0.6, -1.0, 2.4, 40.6
CCOc1ccc(NC(=O)N2CCC(NC(=O)C(Cc3ccc(OC)c(OC)c3)NC(C)=O)CC2)cc1 (stereo not drawn)
  0.84, 1.2, 7.1, -3.4, 1, 0.9, 1.0, -2.7, 4.3
Cc1onc(-c2ccccc2)c1C(=O)Nc1ccc2c(c1)OCO2
  0.56, 0.9, 78.9*, 1.8, 0, 0.2, -7.0, 4.3, 98.9*
Cc1ccc(OCC(O)Cn2c(=N)n(CCN3CCCCC3)c3ccccc32)cc1 (stereo not drawn)
  1.47, 1.8, -1.7, -10.3, 0.9, 1, 19.0, -3.6, 6.5
CC(C)(C)C(=O)CC1(O)C(=O)N(Cc2ccccc2)c2ccccc21 (stereo not drawn)
  -0.52, 1.1, 54.5*, 4.5, 0.3, 0.5, -1.0, -0.3, 71.7*
CN(CCCC(=O)Nc1nccs1)S(=O)(=O)c1ccc(Cl)cc1
  nt, 1, 38.4, 2.7, 0.5, 0.6, 6.0, -1.6, 51.0*
CC(=O)Nc1cccc(C(=O)NC(C)c2ccc(S(N)(=O)=O)cc2)c1 (stereo not drawn)
  1.53, 0.8, 6.9, 21.8, 1.1, 0.9, 6.0, -1.3, -6.3
CC1=CC(C)(C)N(C(=O)CSc2nnc(-c3ccc(C)cc3)o2)c2ccc(C)cc21
  -0.61, 1.5, 94.8*, 20.7, 0, 0.1, -7.0, -2.5, 96.2*
Cc1cc(O)c(C(C)C)cc1NC(=O)Cn1nc(C)c2ccccc2c1=O
  -0.75, 0.9, 69.3*, 3.3, 0.7, 0.3, -30.0, nt, 30.3
COc1ccc(CCNC(=O)CC2Nc3ccccc3NC2=O)cc1OC (stereo not drawn)
  0.03, 1.6, 27.1, 5.2, 0.8, 0.7, -11.0, -9.7, 20.7
CN(C)CCN1C(=O)c2oc3ccccc3c(=O)c2C1c1ccc(F)cc1 (stereo not drawn)
  -0.1, 1.2, 8.7, 10.6, 1, 0.9, 4.0, -4.1, 2.5
COc1cc(C2/C(=C(\O)c3ccc4c(c3)CC(C)O4)C(=O)C(=O)N2CCCn2ccnc2)ccc1O (stereo not drawn)
  2.42, 1.5, 28.3, -5.3, 0.7, 0.7, 0.0, -4.0, 32.0
Cc1ccc(SCc2cc(=O)[nH]c(Nc3nc(C)c4cccc(C)c4n3)n2)cc1
  -0.35, 1.4, 34.9, -1.5, 0.6, 0.7, -2.0, -5.1, 42.4
CNC(=O)COc1ncnc2sc(C)c(C)c12
  -0.18, 1, -11.2, 6.9, 1.1, 1.1, 5.0, 0.5, -9.0
CCn1c(SCc2nc3ccccc3s2)nnc1-c1cccs1
  -0.13, 1.1, 54.1*, -5.8, 0, 0.5, 6.0, 2.7, 98.5*
CC1CCN(c2ncnc3c2cnn3-c2ccccc2)CC1
  nt, 0.9, 20.6, 4.8, 0.8, 0.8, -6.0, 3.6, 17.5
Cc1ccc(C(=O)CSc2nnc(-c3cccs3)n2C)o1
  nt, 0.8, 11.2, -1.3, 0.5, 0.9, -1.0, -6.9, 50.6*
Nc1nc(CN2CCN(Cc3ccccc3)CC2)nc(Nc2ccccc2)n1
  0.7, 1.1, -4.0, -5.7, 1.1, 1, 11.0, 1.9, -8.9
C=CCn1c(Cc2c[nH]c3ccccc23)nnc1SCC(=O)NCc1ccccc1
  -0.19, 1, 21.2, 12.2, 0.9, 0.8, 3.0, 6.7, 8.3
COc1ccccc1CN(Cc1nc2ccccc2c(=O)[nH]1)C(=O)Nc1ccccc1
  0.16, 1, 24.0, -3.0, 0.6, 0.8, -1.0, 0.5, 36.5
COc1ccc(Cl)cc1NC(=O)COc1cccc(-n2cnnn2)c1
  0.45, 1, -234.2, 6.8, 0.7, 3.3*, -2.0, 7.1, 28.6
COc1cc(CC(=O)Nc2ccc(S(=O)(=O)N(C)C)cc2)cc(OC)c1OC
  0.28, 1.5, 44.0, 2.1, 0.9, 0.6, -1.0, -5.6, 5.4
O=C(NCCCN1CCCC1=O)c1ccc2c(c1)OCO2
  0.09, 1.1, 5.7, -11.7, 1, 0.9, 8.0, 3.0, -4.2
Cc1cc(C(=O)N/N=C/c2cc(Br)ccc2OC(=O)c2ccccc2)n[nH]1
  -1.42, 1.1, 60.6*, -1.1, 0.8, 0.4, -6.0, 4.1, 23.4
CCCCc1c(O)nc(SCC(=O)N2CCOCC2)[nH]c1=O
  0.09, 0.9, -7.3, 7.0, 1.1, 1.1, 0.0, -2.5, -11.6

# Remaining list, next part.
# Order of results: Pyk2 oligo antag, PLAP activator, CYP2C9 inhib, PostGolgi yeast, CYP2C19 activ, CYP2C9 activ, Ecoli WT expand, EphB4 ephrin blk, CYP2C19 inhib
CCOC(=O)Cc1csc(NC(=O)c2cccs2)n1
  1.02, 1.1, 76.9*, -0.8, 0.1, 0.2, -1.0, nt, 88.3*
CCCC(=O)c1cc(F)c(N2CCN(S(=O)(=O)c3ccccc3)CC2)cc1C
  -0.83, 0.9, 15.0, -8.5, 0.8, 0.8, -23.0, -2.9, 21.1
CC(C)CC(=O)NC(=S)Nc1ccccc1C(=O)Nc1ccccc1
  1.12, 1.2, 27.3, -5.0, 0.7, 0.7, 4.0, -5.3, 33.0
N#Cc1c(-c2cccs2)cc(C2CC2)nc1SCC(N)=O
  -0.4, 1, 12.8, -0.6, 0.4, 0.9, -4.0, 1.8, 58.7*
CCOC(=O)C1=C(CS(=O)(=O)c2ccc(F)c(C)c2)NC(=O)NC1c1ccc(O)c(O)c1 (stereo not drawn)
  nt, 1.8, 8.5, -0.6, 0.3, 0.9, 4.0, nt, 68.9*
CCn1c(SCC(=O)c2cc(C)n(-c3ccc(C(=O)OC)cc3)c2C)nnc1-c1cccnc1
  -0.02, 1.5, 44.7, -4.1, 0.6, 0.6, 2.0, -3.7, 38.0
CCOc1ccc(C/C(N)=N/n2cnnc2)cc1
  1.03, 0.8, -7.2, 14.4, 1.1, 1.1, 2.0, 0.6, -6.8

# Given as labelled records: part of the list above.
CCn1c(SCC(=O)c2cc(C)n(-c3ccc(C(=O)OC)cc3)c2C)nnc1-c1cccnc1
  Pyk2 oligo antag: -0.02	PLAP activator: 1.5	CYP2C9 inhib: 44.7	PostGolgi yeast: -4.1	CYP2C19 activ: 0.6	CYP2C9 activ: 0.6	Ecoli WT expand: 2.0	EphB4 ephrin blk: -3.7	CYP2C19 inhib: 38.0
CCOc1ccc(C/C(N)=N/n2cnnc2)cc1
  Pyk2 oligo antag: 1.03	PLAP activator: 0.8	CYP2C9 inhib: -7.2	PostGolgi yeast: 14.4	CYP2C19 activ: 1.1	CYP2C9 activ: 1.1	Ecoli WT expand: 2.0	EphB4 ephrin blk: 0.6	CYP2C19 inhib: -6.8

# Screening results deposited in PubChem BioAssay by several laboratories.
